LDHA block: LDHA (human) enzyme inhibition; 0.15% of 480,000 active; purified LDHA, NADH/diaphorase-resazurin fluorescence; active compounds read low; activity change, % (values are at about 110 or 230 µM); P00338; in the data active means activity change below about -30%; inconclusive means mostly about -25% to -30%;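 further: plate controls were DMSO wells for no effect and wells without enzyme for full effect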
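Human LDH5 at 2 nM final in Tris HCl pH 7.4 with 0.06 mM NADH and 0.2 mM pyruvate, reacted 5 minutes at room temperature. Remaining NADH coupled via diaphorase/resazurin; resorufin fluorescence read at 0 and 20 minutes, normalized to enzyme-free and DMSO wells.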
Active calls of the source: *; ? = inconclusive.

SMILES | LDHA block
COc1ccc(C(=O)Oc2ccccc2Br)cc1Br | 6
CCCCc1c(C)nc2c(C)cccc2c1SCC(=O)O | 1
Cc1ccc(Cl)cc1NC(=O)CCNS(=O)(=O)/C=C/c1ccccc1 | -7
COC(=O)c1ccc(COC(=O)Cc2coc3cc(C)ccc23)cc1 | 4
COc1ccc(-c2nc(CSCC(=O)NCc3cccnc3)c(C)o2)cc1OC | 2
O=C1CC2(C(=O)N(CC3CCCCC3)c3ccccc32)c2cnn(-c3ccccc3)c2N1 (stereo not drawn) | -1
Cc1ccc(N=Cc2ccc(N(C)C)cc2)c(C)c1 | 11
CC1CCCN(c2ccc(C=O)cc2)C1 (stereo not drawn) | 6
CCOC(=O)c1ccc2ncc(C(=O)OCC)c(Nc3cccc(C(C)=O)c3)c2c1 | 9
CC(C)c1cc(-c2nc(-c3ccc4c(c3)OCO4)no2)n[nH]1 | -6
CC(Oc1ccc(C(N)=O)cc1)C(N)=O (stereo not drawn) | 2
CCCOC(=O)c1ccc(Oc2c(C)oc3cc(OC(=O)N4CCOCC4)ccc3c2=O)cc1 | -3
O=C(c1cc(-c2cccs2)nc2ccccc12)N1CCOCC1 | 9
Cc1ccsc1C(=O)N(Cc1ccccn1)C1CC1 | 1
O=c1c(C(F)(F)F)nc2ccccc2n1CC(O)COCc1ccccc1 (stereo not drawn) | 6
CC1(C)CC(=O)c2cc(C#N)c(=O)n(-c3ccc(F)cc3)c2C1 | -5
O=C(CCc1ncc(-c2ccccc2Cl)o1)N1CCOCC1 | 4
N#C/C(=C\c1ccco1)C(=O)c1ccccc1 | -9
O=C(NNC(=O)C1CCCC1)c1ccc(Br)cc1 | 1
CCCNc1c(NC(=O)c2ccccc2C)c(=O)oc2ccccc12 | 10
CCC1CCCCN1C(=O)CSc1nc2ccccc2n1CCC#N (stereo not drawn) | -7
N#CCc1nc(N)c2ccccc2n1 | 6
Cn1c(CNC(=O)C(Cc2ccccc2)NS(=O)(=O)c2ccc(Cl)cc2)cc(=O)n(C)c1=O (stereo not drawn) | -7
O=C(NN=C1CCCCC1)c1nc(-c2ccccc2)n(-c2ccccc2)n1 | 1
CS(=O)(=O)Cc1ccc(C(=O)Nc2ccc(F)c(F)c2)cc1 | 1
COC(=O)C[C@@H]1CC[C@@H](NS(=O)(=O)c2ccc(F)cc2)[C@@H](CO)O1 | -15
CCn1nc(C(=O)OC(C)C(=O)Nc2ccc(N3CCOCC3)cc2)c2ccccc2c1=O (stereo not drawn) | 1
Cc1cccc(/C=C(/C#N)c2nc3ccccc3[nH]2)c1 | 1
O=C1CCSc2ccc(C(=O)NNC(=S)NCc3ccccc3)cc2N1 | 1
CC(NC(=O)CSc1nnc(N2CCOCC2)n1-c1ccccc1)c1cc2ccccc2o1 (stereo not drawn) | 1
CC(C)Oc1ccc2c(=O)c(-c3ccc(F)cc3)c(C(F)(F)F)oc2c1 | 5
CCOCCCNC(=O)/C=C/c1ccc(C)cc1 | -3
CCCCNC(=O)CN1CCN(c2nc(C(F)(F)F)nc3ccccc23)CC1 | -3
CC(Sc1cc(C(=O)NC2CC2)c2ccccc2n1)C(=O)NC1CCCC1 (stereo not drawn) | 11
CCN(Cc1cccs1)C(=O)c1ccc(C#N)cc1 | 5
Cc1ccc(/C=N/NC(=O)c2cccc(Br)c2)s1 | 1
COc1ccc(NC(=O)CSc2nccn2-c2cccc(C(F)(F)F)c2)cc1 | 5
C=CCN1C(=O)COc2ccc(NC(=O)c3cc(=O)c4cc(Cl)ccc4o3)cc21 | ?
Cc1ccc2c(C)c(CCC(=O)Nc3ccc(F)cc3Cl)c(=O)oc2c1 | 1
COc1cccc(CNC(=O)c2ncoc2-c2cccc(C)c2)c1OC | -9

20 of the compounds above, in markdown:
| structure | LDHA block |
| --- | --- |
| CCC1CCCCN1C(=O)CSc1nc2ccccc2n1CCC#N (stereo not drawn) | -7 |
| N#CCc1nc(N)c2ccccc2n1 | 6 |
| Cn1c(CNC(=O)C(Cc2ccccc2)NS(=O)(=O)c2ccc(Cl)cc2)cc(=O)n(C)c1=O (stereo not drawn) | -7 |
| O=C(NN=C1CCCCC1)c1nc(-c2ccccc2)n(-c2ccccc2)n1 | 1 |
| CS(=O)(=O)Cc1ccc(C(=O)Nc2ccc(F)c(F)c2)cc1 | 1 |
| COC(=O)C[C@@H]1CC[C@@H](NS(=O)(=O)c2ccc(F)cc2)[C@@H](CO)O1 | -15 |
| CCn1nc(C(=O)OC(C)C(=O)Nc2ccc(N3CCOCC3)cc2)c2ccccc2c1=O (stereo not drawn) | 1 |
| Cc1cccc(/C=C(/C#N)c2nc3ccccc3[nH]2)c1 | 1 |
| O=C1CCSc2ccc(C(=O)NNC(=S)NCc3ccccc3)cc2N1 | 1 |
| CC(NC(=O)CSc1nnc(N2CCOCC2)n1-c1ccccc1)c1cc2ccccc2o1 (stereo not drawn) | 1 |
| CC(C)Oc1ccc2c(=O)c(-c3ccc(F)cc3)c(C(F)(F)F)oc2c1 | 5 |
| CCOCCCNC(=O)/C=C/c1ccc(C)cc1 | -3 |
| CCCCNC(=O)CN1CCN(c2nc(C(F)(F)F)nc3ccccc23)CC1 | -3 |
| CC(Sc1cc(C(=O)NC2CC2)c2ccccc2n1)C(=O)NC1CCCC1 (stereo not drawn) | 11 |
| CCN(Cc1cccs1)C(=O)c1ccc(C#N)cc1 | 5 |
| Cc1ccc(/C=N/NC(=O)c2cccc(Br)c2)s1 | 1 |
| COc1ccc(NC(=O)CSc2nccn2-c2cccc(C(F)(F)F)c2)cc1 | 5 |
| C=CCN1C(=O)COc2ccc(NC(=O)c3cc(=O)c4cc(Cl)ccc4o3)cc21 | ? |
| Cc1ccc2c(C)c(CCC(=O)Nc3ccc(F)cc3Cl)c(=O)oc2c1 | 1 |
| COc1cccc(CNC(=O)c2ncoc2-c2cccc(C)c2)c1OC | -9 |

Next records:
SMILES | LDHA block
COc1cc(OC)c(NC(=O)N2CCC3(CC2)N=C(c2cccc(F)c2)C(=O)N3)cc1Cl | 8
CCC(C)(C)C1CCc2c(sc(NC(=O)C(C)C)c2C#N)C1 (stereo not drawn) | 6
O=C(C1=C(c2ccccc2)S(=O)(=O)CCO1)N(Cc1ccccc1F)c1ccccn1 | -6
Cc1ccc(CN(C)C(=O)c2cc3cc(F)ccc3[nH]2)c(C)c1 | 0
Cc1cc(C)c2nc(-c3ccncc3)cc(C(=O)Nc3nccs3)c2c1 | -3
CC(NC(=O)c1ccc2c(c1)sc1nc(-c3ccc(F)cc3)cn12)c1ccccc1 (stereo not drawn) | 4
CCCn1c(=O)n(CC(=O)Nc2ccccc2OC)c(=O)c2c1nc(C)n2CCOC | 6
Cc1sc(-c2nc(-c3cccc(F)c3)no2)cc1S(=O)(=O)Nc1ccc(F)cc1 | 2
COc1ccc(CN(CC(F)(F)F)C(=O)c2cnc3ccccc3n2)cc1 | 0
O=C(COC(=O)c1cc(-c2cccs2)nc2ccccc12)NCC(F)(F)F | -6
O=c1cc(CN2CCN(S(=O)(=O)c3ccc(Cl)cc3)CC2)c2cc(Cl)c(O)cc2o1 | 2
O=C(NCc1ccc(F)cc1)c1ccc(-c2csc(C3CC3)n2)cc1 | 6
Cc1cccc(NC(=O)CN(C)C(=O)Cc2cccc(C(F)(F)F)c2)c1C | 4
COCCN1C(=O)C(=O)/C(=C(/O)c2ccc(OC)cc2C)C1c1ccncc1 (stereo not drawn) | ?
CCOC(=O)C1C(c2ccc(OC)c(OC)c2)NC(=O)NC1(O)C(F)(F)F (stereo not drawn) | 2
COc1cccc(C2CC(=O)N(c3ccccc3)C3=C2C(=O)OC3)c1OC (stereo not drawn) | -4
Cc1ccc2oc(C(=O)Nc3cccc(C(=O)N(C)C)c3)cc(=O)c2c1 | 6
Cc1ccc(NC(=O)CSc2nnc3n(CC(C)C)c(=O)c4cc(F)ccc4n23)c(C)c1 | -7
CCOC(=O)[C@]12CCC=C1N(Cc1ccco1)C(=O)[C@H](CC(=O)N1CCN(C(=O)C3CC3)CC1)C2 | 2
N#Cc1nc(-c2ccc(S(=O)(=O)N3CCOCC3)cc2)oc1NCc1ccc2c(c1)OCO2 | -18
COCC(=O)N(c1ccc(OC)cc1OC)C1C=CS(=O)(=O)C1 (stereo not drawn) | -4
Cc1ccc(NCc2ccccc2C#N)c(F)c1 | 13
O=C(O)CNS(=O)(=O)c1cccc(C(=O)/C=C/c2ccc(Cl)cc2)c1 | 6
O=S(=O)(NC(c1cccs1)C(Cl)(Cl)Cl)c1ccccc1 (stereo not drawn) | 0
CC(=O)NC1(C)CCCCC1 | 5
COc1ccc(C(=O)Oc2cccc3c(OC)ccc(C=O)c23)cc1OC | -2
Cn1c(-c2ccccc2)cn2cc(-c3cccc(Br)c3)nc12 | -11
COc1ccc(C(=O)COC(=O)CCC(=O)c2ccc3c(c2)OCCO3)cc1 | 12
Cc1ccc(N(CCCC(=O)Nc2ccccc2Br)S(C)(=O)=O)cc1 | 5
CCCn1nc(C(=O)Nc2ccccc2Br)c2ccccc2c1=O | -6
CCCCCc1ccc(C(=O)CC)cc1 | -2
C=CCn1c(C)cc(C(=O)CSc2nc3cc([N+](=O)[O-])ccc3o2)c1C | 4
NC(=O)NC(=O)CSCc1ccccc1 | 9
CC1CCC(NC(=O)c2cc3ccccc3c(Cl)n2)CC1 (stereo not drawn) | -4
COC(=O)C(C)NC(=O)N1CCC2(CC1)NC(=O)c1ccccc1O2 (stereo not drawn) | 3
O=C(NNC(=S)NCCc1ccccc1)c1ccccc1 | -2
COc1ccc(NS(=O)(=O)c2ccc(OCC(=O)Nc3ccc4c(c3)OCO4)c(C)c2)cc1 | 4
CC(=O)NC(C(=O)O)c1ccccc1 (stereo not drawn) | 1
CC(=O)c1cccc(NC(=O)CN2CCN(CCc3ccccc3)CC2)c1 | -10
Cc1cccc(C(C)C)c1NC(=O)c1cccs1 | 8
Cc1cc(CSc2ccc3c(c2)NC(=O)CO3)no1 | 5
COc1ccc(-c2cc3ccc(OCC(=O)NCCN(C)C)cc3oc2=O)cc1OC | -3
CC(CCNC(=O)c1ccncc1)c1ccccc1 (stereo not drawn) | 7
O=C(CCc1c[nH]c2ccccc12)NC12CC3CC(CC(C3)C1)C2 | 5
CC1CCc2c(nc3ccc4ccccc4c3c2-c2ccccc2O)C1 (stereo not drawn) | 14
OCc1cnc2ccccc2c1 | -1
CC(C)(C)c1cnc(CN2CCCC2c2ccc[nH]2)o1 (stereo not drawn) | 7
CCCCn1c(=O)[nH]c(=O)c2c1nc(-c1ccccn1)n2CCC | -5
O=[S+]1([O-])N=C(Oc2cccnc2)c2ccccc21 | -3
O=C(Nc1cc(=O)[nH]c2nc(C(F)(F)F)nn12)c1ccccc1F | 4
Cc1noc(C)c1COC(=O)c1ccc(Cl)c(S(=O)(=O)N2CCCCCC2)c1 | -1
O=C(Nc1nc2ccccc2[nH]1)c1ccc[n+]([O-])c1 | 10
O=C(NC1CCCc2ccccc21)c1csc2ccccc12 (stereo not drawn) | 9
O=C(CCC1CCCC1)Nc1cccc2ncccc12 | 7
O=c1cc(CSc2n[nH]c(-c3ccccc3)n2)nc2sc3c(n12)CCCC3 | -4
C#CCNC(=O)C[C@@H]1C[C@@]2(C(=O)OC)CCCCC=C2N(Cc2ccco2)C1=O | -1
c1cnc2c(N3CCOCC3)nc(N3CCOCC3)nc2n1 | 7
O=C(O)c1cc(S(=O)(=O)Nc2ccc(Cl)c3cccnc23)ccc1Cl | 44
CCN(CC)C(N)=S | 2
Cn1c(-c2ccccc2)c(C(=O)C(=O)NCc2ccccc2)c2ccccc21 | -2

Additional records.
SMILES | LDHA block
O=C1C(Br)C2C3CC4C(CC(Br)C42)C13 (stereo not drawn) | 0
COc1ccc2nc(Nc3nc(C)cc(C)n3)nc(C)c2c1 | 0
Nc1ccc2c(c1)CCC(=O)N2 | 6
C=C(C)CN(CC)C(=O)/C=C/c1csc(C)n1 | 2
O=C(O)CCCC(=O)c1cccs1 | 1
O=C(Nc1ccc2c(c1)CCC2)C1(c2cccc(F)c2)CCC1 | 1
O=C(Nc1ccc2c(c1)OCCO2)c1cc2cc(Cl)ccc2[nH]1 | -13
CC(=O)NNC(=O)CC1Sc2ccccc2NC1=O (stereo not drawn) | 1
COc1ccc(C(C)=O)cc1COC(=O)c1ccc(C#N)cc1 | 0
Cn1c(SCC(=O)Nc2nncs2)nnc1-c1ccccc1 | 2
COc1ccc2c(c1)cc(C(=O)Nc1ccc(C)cc1C)n2C | 2
CN(Cc1ccccc1)S(=O)(=O)c1ccc(Cl)c(C(=O)Nc2cccc3cccnc23)c1 | 20
Cn1nccc1-c1ccn[nH]1 | 1
N#Cc1nc(Cc2cccc3ccccc23)oc1N1CCCC1 | -23
CON(C)C(=O)C(NC(=O)c1ccc(F)cc1)C(C)C (stereo not drawn) | -4
CCN1CCN(Cc2cc(=O)oc3c(C)cc(C)cc23)CC1 | -13
CCCCNC(=O)CN1CCN(C(=O)c2cc(-c3cccs3)nc3ccccc23)CC1 | -2
COc1ccc(C(=O)c2sc(Nc3ccc(C(C)C)cc3)nc2N)c(OC)c1OC | 8
CCC1CCCCN1C(=O)CCn1cnc2c1c(=O)n(C)c(=O)n2C (stereo not drawn) | 0
COc1ccccc1N1CCN(S(=O)(=O)c2cc(C)c(C)cc2OC)CC1 | -8
COc1ccc(S(=O)(=O)N2N=C(c3cccc(NS(C)(=O)=O)c3)CC2c2ccccc2C)cc1 (stereo not drawn) | 0
CCc1ccccc1NC(=O)C(OC(=O)c1ccccc1)C(OC(=O)c1ccccc1)C(=O)O (stereo not drawn) | 4
CCc1ccc(CN(Cc2ccco2)C(=O)c2ccccc2)cc1 | 1
COC(=O)c1sccc1S(=O)(=O)Nc1ccc(OC(F)(F)F)cc1 | -22
CCCC(CCC)=NNC(=S)NC1CCCCC1 | -1
COc1cc(/C=C(\C#N)C(=O)c2ccc(C)cc2)ccc1OCc1ccc(Cl)cc1Cl | 7
OB(O)c1cccc2c1Sc1ccccc1S2 | -2
CCOC(=O)c1ccc(N2CCN(CC)CC2)c(NC(=O)COc2ccc(CC)cc2)c1 | -20
CCOC(=O)c1cc2cc(C#N)ccc2[nH]1 | 0
Cc1ccc(NC(=O)C2CCN(c3cnc4ccccc4n3)CC2)cc1Cl | 11
CC(C)c1ccc(S(=O)(=O)N2CCN(C(=O)C3CC(=O)Nc4cc(F)ccc43)CC2)cc1 (stereo not drawn) | -2
COc1ccc(NC(=O)c2c(-c3ccccc3)oc3ccc(OC)cc23)cc1 | ?

Bioassay records from PubChem.

Only part of the results is shown (hit frequency here may not be typical).
